TIM10 inh: inhibits growth of TIM10 yeast strain; 1.4% of 330,000 active; inhibition, % at 10 µM; S. cerevisiae TIM10 strain growth, BacTiter-Glo luminescence, 24 h;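 active = inhibition of 40% or more at the single tested concentration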;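 also: wild-type TIM10 isogenic control strain grown at permissive 25 °C; 0% = DMSO yeast wells and 100% = minimal medium wells without yeast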
ATG4B inh: blocks human ATG4B protease cleavage of LC3 substrate | Q9Y4P1 | ATG4B cleavage of LC3-PLA2, NBD-HPC fluorescence, 1 h | inhibition, % at 8.33 µM | 0.51% of 340,000 active | AID 504462; in the data active = inhibition above about 40%
Target sequence (Q9Y4P1 whole entry, looked up): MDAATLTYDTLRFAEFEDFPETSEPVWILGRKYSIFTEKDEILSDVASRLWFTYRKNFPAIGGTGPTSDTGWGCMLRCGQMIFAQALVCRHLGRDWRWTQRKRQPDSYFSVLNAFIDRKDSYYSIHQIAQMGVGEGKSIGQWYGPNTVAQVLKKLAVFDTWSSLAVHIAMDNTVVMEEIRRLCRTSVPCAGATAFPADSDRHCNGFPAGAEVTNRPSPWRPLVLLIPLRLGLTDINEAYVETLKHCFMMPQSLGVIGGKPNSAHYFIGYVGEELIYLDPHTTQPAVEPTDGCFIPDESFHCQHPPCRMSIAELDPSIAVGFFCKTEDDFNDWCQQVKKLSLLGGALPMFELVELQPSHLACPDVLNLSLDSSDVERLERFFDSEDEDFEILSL
mIAP act: mouse IAP activation | 0.24% of 330,000 active | muIAP, CDP-Star luminescence, 30 min; hits give high values; 1 = vehicle-only enzyme signal, 0 = enzyme-free wells | activation factor at 10 µM;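 active = activation factor of at least 2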; also: the source names both 10 and 20 µM as test concentration; values of inactives mirror those of a sister screen read the other way
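Assay system: mouse IAP enzyme; Reagent: CDP-Star chemiluminescent phosphatase substrate; Compound: DMSO-dissolved test compounds; Incubation: 30 min, room temperature; Technique: luminescence from enzymatic CDP-Star hydrolysis; Controls: DMSO-only wells and no-enzyme negative control.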
NALP3 yeast inh: NALP3 inhibition in yeast. Yeast reconstituted NLRP3/ASC/caspase-1, beta-gal luminescence, 24 h. inhibition, % at 10 µM. 0.39% of 330,000 active. AID 2825;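 active = inhibition of 50% or more; inactive = inhibition below 50%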;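 also: plate controls were induced DMSO wells for no effect and uninduced yeast grown without galactose for full effect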
hIAP block: blocks human intestinal alkaline phosphatase; purified IAP, CDP-Star luminescence, 30 min; inhibition, % at 10 µM; 0.12% of 330,000 active;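 active = inhibition reaching a set limit with compound at 10 µM in the primary screen, cut at about 35% in these data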;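 also: plate controls were DMSO wells with enzyme for no effect and no-enzyme buffer wells for full effect; values of inactives mirror those of a sister screen read the other way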
Target sequence (P09923 whole entry, looked up): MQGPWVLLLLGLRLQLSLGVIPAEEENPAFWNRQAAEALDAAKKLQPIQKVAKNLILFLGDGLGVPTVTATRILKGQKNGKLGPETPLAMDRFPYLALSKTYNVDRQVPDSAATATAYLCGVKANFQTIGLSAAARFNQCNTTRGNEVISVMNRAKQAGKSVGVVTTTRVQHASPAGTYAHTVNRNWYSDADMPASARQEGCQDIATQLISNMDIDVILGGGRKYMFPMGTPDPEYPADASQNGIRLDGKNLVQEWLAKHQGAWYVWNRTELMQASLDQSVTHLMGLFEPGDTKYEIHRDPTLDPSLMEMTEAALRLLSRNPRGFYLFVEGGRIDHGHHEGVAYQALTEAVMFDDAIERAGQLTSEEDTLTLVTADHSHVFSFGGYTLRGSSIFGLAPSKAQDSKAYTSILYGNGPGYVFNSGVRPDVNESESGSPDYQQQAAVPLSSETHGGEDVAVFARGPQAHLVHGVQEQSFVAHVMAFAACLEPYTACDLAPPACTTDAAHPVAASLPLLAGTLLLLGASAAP
tim10-1 inh: tim10-1 yeast growth inhibition. S. cerevisiae tim10-1 ts strain growth, BacTiter-Glo, 24 h. inhibition, % at 20 µM. 2.2% of 330,000 active. AID 463190;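 active = inhibition of at least 40%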;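 also: mutant grown at 25 °C; 0% = DMSO wells with yeast and 100% = wells holding no yeast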
hIAP act: increases human intestinal alkaline phosphatase activity. AID 2524. purified human IAP, CDP-Star luminescence, 30 min; hits give high values; 1 = vehicle-only enzyme, 0 = enzyme-free background. activation factor at 10 µM. P09923. 0.16% of 330,000 active;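 active = activation factor of the enzyme at least 2-fold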; also: the source names both 10 and 20 µM as test concentration; values of inactives mirror those of a sister screen read the other way
mIAP inh: mouse IAP inhibition; inhibition, % at 10 µM; AID 2806; 0.2% of 330,000 active; purified mouse IAP, CDP-Star luminescence, 30 min;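 active = inhibition of at least 40% at 10 µM in the primary screen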;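 also: plate controls were DMSO with enzyme for no effect and no enzyme wells for full effect; values of inactives mirror those of a sister screen read the other way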
Apaf-1 inh: blocks human Apaf-1 apoptosome activity. O14727. reconstituted apoptosome caspase-3 activity, DEVD-Rh110 fluorescence. inhibition, % at 20 µM. 0.71% of 330,000 active. AID 489030; active = inhibition of at least 40% at 20 µM;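 also: plate controls were DMSO wells for no effect and DEVD-CHO caspase inhibitor wells for full effect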
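Assay system – apoptosome proteins · Medium – Hepes buffer, pH 7.5 · Also added – cytochrome c with DEVD-Rh110 · Timing – 30 min compound preincubation, 50 min activation, room temperature · Detection – Rh110 fluorescence, excitation 480 nm, emission 540 nm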
Numbers without * were called inactive; / = not tested or not shown.

SMILES	TIM10 inh	ATG4B inh	mIAP act	NALP3 yeast inh	hIAP block	tim10-1 inh	hIAP act	mIAP inh	Apaf-1 inh
COc1ccccc1N1CCN(S(=O)(=O)c2ccc(Cl)cc2)CC1	25	7	1	19	9	29	0.91	-1	12
Cc1cc(C)cc(OC(C)C(=O)Nc2ccc(S(=O)(=O)Nc3cc(C)nc(C)n3)cc2)c1 (centres undefined)	7	3	1	-12	25	-10	0.75	-3	2
c1ccc(CNC2=NCCC2)nc1	-1	-14	0.92	-9	9	2	0.91	8	13
CC(=O)N1CCCc2cc(S(=O)(=O)N3CCCC(C(=O)NCc4ccccc4Cl)C3)ccc21 (centres undefined)	4	-1	1.1	13	-24	11	1.2	-10	-3
Cc1ccc(NC(=O)c2ccc(S(=O)(=O)N3CCC(C)CC3)cc2)nc1	3	-18	1	20	-7	37	1.1	0	16
O=C(COc1ccc(Br)cc1Br)NC(=S)Nc1cccc(CO)c1	20	-5	0.84	19	9	28	0.91	16	9
CCN(CC(=O)Nc1ccccc1OC)C(=O)CSCc1ccc(C)cc1	3	3	1.1	10	-18	-1	1.2	-6	15
CC(C)C(=O)Nc1cccc(NC(=O)c2ccc([N+](=O)[O-])cc2Cl)c1	10	7	0.93	12	3	9	0.97	7	-1
COc1ccc(N2CCN(Cc3nnc(-c4ccccc4)o3)CC2)cc1	-11	-5	0.98	8	0	7	1	2	3
CN(CC(=O)Nc1ccc(F)cc1[N+](=O)[O-])C1CCS(=O)(=O)C1 (centres undefined)	-1	-6	1.1	8	0	3	1	-5	-11
O=C(CCS(=O)(=O)c1cccc2nonc12)NCc1ccc(Cl)cc1	-12	-3	0.97	0	-8	-6	1.1	3	-12
C=CCN(CC=C)S(=O)(=O)c1ccc2nc(NC(=O)C(C)C)sc2c1	13	-6	0.93	4	-11	34	1.1	7	9
Cc1ccc(C2=[N+]([O-])C3(CCCCC/C3=N\O)N(O)C2(C)C)o1 (centres undefined)	4	6	1	20	-36	9	1.4	-2	0
CC(C)[C@H]1CN=C2N(C[C@H](C)NC(=O)CCC3CCCCC3)[C@H](Cc3ccc(O)cc3)CN21	4	-2	1	17	5	-17	0.95	-1	3
O=C(NNC(=S)NCc1ccccc1)c1ccc(OC(F)F)cc1	23	-7	0.96	16	10	20	0.9	4	1
COC(=O)c1ccc(C2NC(=O)CCC2[N+](=O)[O-])cc1 (centres undefined)	3	6	0.99	11	-4	11	1	1	-3
Cn1nnnc1SCC(=O)NC(C)(C)C	3	-8	0.99	12	14	-19	0.86	1	-3
CC(C)(C)C1=CC(O)(c2ccccc2)C=C(C(C)(C)C)C1=O	17	3	0.94	-54	9	27	0.91	6	14
Cc1cc(C(=O)NC2=NCCS2)c2ccccc2n1	24	3	1	18	0	19	1	-4	3
O=C(Nc1cccc(C(=O)O)c1)/C(=C\c1ccc2c(c1)OCO2)NC(=O)c1ccccc1	7	1	0.94	12	-4	4	1	6	-9
COCCN1C(=O)c2oc3ccccc3c(=O)c2C1c1cccc(O)c1 (centres undefined)	12	-3	1.1	3	-14	28	1.1	-11	-2
COCCN1CC(O)=C(c2nc3ccccc3c(=O)[nH]2)C1=N	-4	9	0.87	8	-14	-6	1.1	13	-3
COCCOC(=O)c1[nH]c2c(c1C)C(=O)CC(c1cc(OC)ccc1OC)C2 (centres undefined)	8	-4	0.9	20	0	13	1	10	1
COCCOC(=O)c1c(NC(=O)CSc2cccc[n+]2[O-])sc(C(N)=O)c1C	12	6	1	14	2	-12	0.98	-5	-20
C=CCNc1nc(C(=O)OC(C)C(=O)c2ccc(C)cc2)cs1 (centres undefined)	-4	0	0.95	10	-3	-23	1	5	8
Cc1cc(N2CCCC2)ccc1NC(=O)COc1ccccc1	-15	-12	0.99	22	6	2	0.94	1	52*
Cc1ccccc1C(=O)c1cccn1CC(=O)NCc1cccc(Cl)c1	5	38	0.92	1	-21	13	1.2	8	34
O=C(Nc1ccc2c(c1)OCO2)N1CCCc2ccccc21	8	-1	0.98	13	6	11	0.94	2	-26
CCN(CC)S(=O)(=O)c1ccc(C(=O)Nc2cc(C)on2)cc1	-8	1	0.92	12	10	3	0.9	8	-3
Cc1ccc(O)c(O)c1	-10	/	0.75	/	6	9	0.94	25	-4
COc1ccc(S(=O)(=O)N2CCN3CCCC3C2)cc1 (centres undefined)	6	-1	0.97	1	-6	-6	1.1	3	-11
O=C(Oc1coc(CSc2nnc(NC(=O)c3cccs3)s2)cc1=O)c1ccccc1	12	5	1.1	10	14	8	0.86	-6	5
CCCCN(C(=O)c1cccc(S(=O)(=O)N2CCN(C)CC2)c1)c1c(N)n(CCC)c(=O)[nH]c1=O	0	-6	1	16	3	-1	0.97	0	-4
Cn1cccc1Cc1nnc(SCC(=O)Nc2cccc(F)c2)n1CCc1ccccc1	11	20	0.92	-3	0	19	1	8	-3
O=C(CN1C(=O)C(=O)N(Cc2ccccc2)C1=O)Nc1ccc(OC(F)F)cc1	4	-8	1	10	-7	9	1.1	-2	-3
CC(C)(C)c1ccccc1NC(=O)CN1C(=O)NC2(CCCCCC2)C1=O	13	-1	1	8	4	-14	0.96	-1	1
CSCCC(=O)N(C)CC1CCCN(CCc2cccc(C(F)(F)F)c2)C1 (centres undefined)	-3	2	0.99	17	14	-12	0.85	1	-8
CCCn1c(SCC(=O)N2CCN(c3ccccc3)CC2)nc2ccccc2c1=O	-22	2	1.1	29	-8	-27	1.1	-6	18
COc1cccc(N=Nc2ccc3cccnc3c2O)c1	14	1	0.74	31	14	13	0.86	26	7
C=CCOc1ccc(-c2n[nH]c(=S)o2)cc1	5	-5	0.91	8	6	14	0.94	9	-15
Cc1c(C(=O)Nc2cccc(Cl)c2)oc2ccc(S(=O)(=O)N3CCC4(CC3)OCCO4)cc12	32	-5	0.98	7	20	31	0.8	2	12
C=CCSc1nnc2c(n1)OC(C)=Nc1ccc(Br)cc1-2	-15	-7	0.93	12	2	-12	0.98	7	9
Cc1ccc(Nc2nc(CSc3nnc(-c4ccc(F)cc4)n3C)cs2)cc1	38	-10	0.97	13	10	31	0.9	3	12
O=C(CCCc1ccccc1)NCc1ccc(F)cc1	-25	-10	1.1	8	3	-18	0.97	-11	13
C=CCn1c(O)c(N=NC(=O)CNC(=O)c2cccs2)c2ccccc21	-4	-9	1	12	-24	21	1.2	-2	0
Cc1nn(C)cc1CN(C)S(=O)(=O)c1cccc([N+](=O)[O-])c1	-13	3	1.1	14	0	-6	1	-8	7
CC(=O)NC1C(OCc2cccc(Br)c2)OC(COC(C)=O)C(OC(C)=O)C1OC(C)=O (centres undefined)	6	-1	0.98	7	-5	-6	1.1	2	-6
COCCCNC(=O)C1CC(=O)N(CCc2ccc(OC)c(OC)c2)C1 (centres undefined)	-10	-12	0.99	3	-4	3	1	1	10
O=C(Nc1ccc(S(=O)(=O)NCc2cccnc2)cc1)c1ccco1	11	-7	0.98	18	11	14	0.89	2	1
O=C(CSc1nnc(CNC(=O)c2ccccc2F)o1)NC1CCCC1	4	1	0.98	6	13	16	0.87	2	-7
(further entries)
SMILES	TIM10 inh	ATG4B inh	mIAP act	NALP3 yeast inh	hIAP block	tim10-1 inh	hIAP act	mIAP inh	Apaf-1 inh
CCOC(=O)N1CCC(NC(=O)Cc2cn(C)c3ccccc23)CC1	-3	-1	0.91	3	-53	0	1.5	9	3
CCCNC(=O)CCn1c(-c2ccc(C)cc2)cc(C(=O)OCC)c1C	21	-10	1.2	-10	19	31	0.81	-15	12
CC12CCC(=O)C=C1CCC1C2C(O)CC2(C)C1CCC2(O)C(=O)CO (centres undefined)	-1	-3	1	15	0	-6	1	0	-3
Nc1cccc(C(=O)Nc2cccc3ncccc23)c1	-14	3	1	11	-8	-15	1.1	-2	-7
CC1(C)CC(=O)c2cc(OCC(=O)N3CCN(c4ccccc4F)CC3)ccc2O1	19	1	0.93	15	13	25	0.87	7	-18
FC(F)(F)c1cccc(CNC2CCN(Cc3ccccc3)CC2)c1	-45	3	0.91	45	-1	-16	1	9	3
Cc1cccc(NC(=O)CSc2nnc(CN3CCOCC3)n2C)c1C	4	5	0.99	18	3	-6	0.97	1	-1
COc1cc(/C=C/C(=O)OCC(=O)NCCN2C(=O)CSC2=O)ccc1OCC#N	-8	7	1	4	-12	-3	1.1	-3	-6
CCCCN1C(Nc2ccccc2)=NC[C@@H]1CC(C)C	4	-10	1.1	19	5	-2	0.95	-6	11
COc1ccc(-c2nc(NC(=O)C3CCN(c4nc5ccccc5o4)CC3)sc2C)cc1	-6	3	1	14	16	-2	0.84	-4	21
Clc1cccc(Cl)c1Cn1cnc2c(NCc3ccco3)ncnc21	8	11	1	-1	9	17	0.91	-1	-2
CCc1ccc(NC(=O)CS(=O)CC(=O)Nc2ccc(F)cc2F)cc1 (centres undefined)	4	16	0.96	-1	7	12	0.93	4	-25

Gathered by group, the compounds so far with an aryl methoxy group (nine)
SMILES	TIM10 inh	ATG4B inh	mIAP act	NALP3 yeast inh	hIAP block	tim10-1 inh	hIAP act	mIAP inh	Apaf-1 inh
COc1ccccc1N1CCN(S(=O)(=O)c2ccc(Cl)cc2)CC1	25	7	1	19	9	29	0.91	-1	12
CCN(CC(=O)Nc1ccccc1OC)C(=O)CSCc1ccc(C)cc1	3	3	1.1	10	-18	-1	1.2	-6	15
COc1ccc(N2CCN(Cc3nnc(-c4ccccc4)o3)CC2)cc1	-11	-5	0.98	8	0	7	1	2	3
COCCOC(=O)c1[nH]c2c(c1C)C(=O)CC(c1cc(OC)ccc1OC)C2 (centres undefined)	8	-4	0.9	20	0	13	1	10	1
COc1ccc(S(=O)(=O)N2CCN3CCCC3C2)cc1 (centres undefined)	6	-1	0.97	1	-6	-6	1.1	3	-11
COc1cccc(N=Nc2ccc3cccnc3c2O)c1	14	1	0.74	31	14	13	0.86	26	7
COCCCNC(=O)C1CC(=O)N(CCc2ccc(OC)c(OC)c2)C1 (centres undefined)	-10	-12	0.99	3	-4	3	1	1	10
COc1cc(/C=C/C(=O)OCC(=O)NCCN2C(=O)CSC2=O)ccc1OCC#N	-8	7	1	4	-12	-3	1.1	-3	-6
COc1ccc(-c2nc(NC(=O)C3CCN(c4nc5ccccc5o4)CC3)sc2C)cc1	-6	3	1	14	16	-2	0.84	-4	21
